MBNL1-CUG inh – inhibitors of human MBNL1 binding to CUG repeat RNA; TR-FRET MBNL1-His/biotin-(CUG)12 binding, 665/545 ratio; Potency, µM (doses to about 57.5 µM), inactives show at the top dose activity change, negative = inhibition, most hits filed as inhibitors; 280,000 tested, 0.036% active; AID 2675; active means well fitted inhibition curve with a large enough effect in the signal ratio, with a control signal flat, not every such curve was filed as active; inconclusive means small, poorly fitted or top-dose-only effect, or effect the other way, or a change in a side signal; inactive means no such curve, though single readings can be large or run the other way; the % refers to the signal ratio; further: potency means the concentration at half of the fitted maximal effect; on the % scale 0 is the no-effect control and ±100 the full control effect
Target sequence (Q9NR56 whole entry, looked up): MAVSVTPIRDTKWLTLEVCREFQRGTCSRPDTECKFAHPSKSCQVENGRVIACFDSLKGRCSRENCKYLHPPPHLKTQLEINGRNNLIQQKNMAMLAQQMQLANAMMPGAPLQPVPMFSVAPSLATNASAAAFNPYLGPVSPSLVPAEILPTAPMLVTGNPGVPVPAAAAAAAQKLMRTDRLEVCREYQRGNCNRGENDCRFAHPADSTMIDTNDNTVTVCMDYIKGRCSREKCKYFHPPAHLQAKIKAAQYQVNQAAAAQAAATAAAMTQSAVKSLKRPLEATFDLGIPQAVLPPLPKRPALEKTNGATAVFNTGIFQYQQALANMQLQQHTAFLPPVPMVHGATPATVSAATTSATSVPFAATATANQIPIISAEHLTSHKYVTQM
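Compound titration spanned 92 nM–58 uM against the MBNL1-His/biotin-(CUG)12 complex. After 60 min at room temperature with 5 nM streptavidin-XL665 and 0.055 ng/ul terbium anti-His, ratiometric 665/545 nm emission (Ex 340 nm) normalized to controls.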
TRPV1 agonist – human TRPV1 agonism. Q8NER1. AID 540275. TRPV1-expressing cells, Fluo-8 calcium influx, agonist mode. 320,000 tested, 0.19% active. activation, % at 8.33 µM; in the data active means activation above about 80%; inconclusive means between about 30% and that limit; further: 0% is about no effect
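Fluo-8 calcium influx in TRPV1-expressing cells, kinetic read (ex 480/em 520 nm). Compound added and read 3 min for agonist activity, followed by capsaicin at EC20 final and 2 min further read for enhancement.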
KCNH2 3.1 block – KCNH2 3.1 (human) potassium channel inhibition. U2OS KCNH2 3.1, thallium flux FluxOr; stronger effect = lower value. activity change, % (tested at about 1.8 µM). 340,000 tested, 0.95% active;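 active means maximum activity change below -70%; inconclusive means maximum activity change from -70% to -50%; inactive means maximum activity change above -50%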;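 further: thallium influx rate constant from kinetic fluorescence after stimulation buffer; on the % scale 0 is the no-effect control and ±100 the full control effect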
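We transduce U2OS cells with the mutant 3.1 virus, culture them overnight, load FluxOr with Red40 quencher for 45 min, then add stimulation buffer and read kinetically for 2 min to derive a normalized rate constant.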
AT treatment – candidate therapy for ataxia-telangiectasia; AID 485349; Potency, µM (titrated, usually from 57.5 µM), for the others: top-dose activation, hits mostly activators; […] A-T fibroblasts, KAP-1 phosphorylation AlphaLISA; neocarzinostatin DNA damage 30 min before lysis; 320,000 tested, 0.19% active; further: potency means the concentration at half of the fitted maximal effect; % of control where 0% means no effect; nearly all actives have a fitted effect of over 45% in size
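ATM-like activity read as KAP-1 phosphorylation via AlphaLISA donor/acceptor antibody pairs after lysis and 6 hr at 25C. Cells were ATM-null patient fibroblasts ([…], hTERT), dosed 60 min, then exposed to the DSB inducer NCS for 30 min.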
S-ASM inh – inhibitors of human secretory acid sphingomyelinase. P17405. placental ASM, HMU-PC fluorogenic substrate, 60 min. Potency, µM (titrated, usually from 57.5 µM), inactives show top-dose activity change, negative = inhibition, most hits filed as inhibitors. 340,000 tested, 0.006% active. AID 504937; further: potency means the concentration at half of the fitted maximal effect
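Steps: dispense placental human ASM, pin compound, wait 10 min at room temperature, add HMU-PC0 substrate at 9 uM final, incubate 60 min at 37 °C, add stop solution raising pH to 10, read fluorescence.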
CXXC DNA block – MLL CXXC-DNA interaction inhibition. Q03164. MLL-CXXC / FITC-HOXA9 DNA fluorescence polarization. Potency, µM (doses to about 115 µM), without a hit: at the top dose activity change, negative = inhibition, actives largely listed as inhibitors. 290,000 tested, 0.037% active; active means well fitted inhibition curve with a large enough effect in the polarisation, with a control signal flat, not every such curve was filed as active; inconclusive means small, poorly fitted or top-dose-only effect, or effect the other way, or a change in a side signal; inactive means no such curve, though single readings can be large or run the other way; the % refers to the polarisation; further: potency means the concentration at half of the fitted maximal effect
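Steps: dispense CXXC domain solution (7 uM) → pin compounds or unlabeled HOX-A9 DNA control → 5 min ambient → add FLSN-HOX-A9 solution (50 nM) → spin → 30 min ambient → fluorescence polarization. Tris pH 7.5/NaCl/DTT/BSA buffer.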
KCNH2 WT inh – blocks the wildtype human KCNH2 potassium channel. Q12809. U2OS, BacMam KCNH2, thallium flux FluxOr; stronger effect = lower value. activity change, % at 1.84 µM. 340,000 tested, 0.37% active;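 active means maximum activity change below -70%; inconclusive means maximum activity change between -70% and -50%; inactive means maximum activity change above -50%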; further: on the % scale 0 is the no-effect control and ±100 the full control effect
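U2OS cells transduced with wild-type KCNH2 virus are loaded with FluxOr dye for 45 min, and thallium flux is measured in kinetic reads before and after stimulation buffer. Rate constants are normalized to DMSO controls.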
GALK inh – inhibitors of human galactokinase; Purified GALK, Kinase-Glo residual ATP luminescence; Potency, µM (highest dose often 57.5 µM), for the others: top-dose activity change, negative = inhibition, actives largely listed as inhibitors; 270,000 tested, 0.007% active; further: potency means the concentration at half of the fitted maximal effect; on the % scale 0 is the no-effect control and ±100 the full control effect
Target sequence (P51570 whole entry, looked up): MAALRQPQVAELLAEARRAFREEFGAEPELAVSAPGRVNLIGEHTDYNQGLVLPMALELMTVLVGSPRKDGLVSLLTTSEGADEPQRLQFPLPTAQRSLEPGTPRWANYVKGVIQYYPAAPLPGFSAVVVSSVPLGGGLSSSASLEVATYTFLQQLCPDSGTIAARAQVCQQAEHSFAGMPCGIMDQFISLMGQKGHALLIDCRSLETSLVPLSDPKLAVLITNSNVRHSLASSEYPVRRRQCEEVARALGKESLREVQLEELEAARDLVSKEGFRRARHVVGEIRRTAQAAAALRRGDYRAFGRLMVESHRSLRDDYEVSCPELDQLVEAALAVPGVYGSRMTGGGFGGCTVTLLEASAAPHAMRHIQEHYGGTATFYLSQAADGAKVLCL
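Galactose (100 uM) and ATP (35 uM) were turned over by 5 nM GALK for 1 h at RT. Kinase-Glo Plus then converted the remaining ATP into a luminescent signal.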
Coupling enz – counter-screen for Giardia aldolase inhibitors: coupling enzyme system; 290,000 tested, 0.67% active; AID 2472; coupling enzyme system counterscreen, AmpLite Red fluorescence; activity change, negative = inhibition, % at 58.2 µM, hits read low; in the data active means activity change below about -30%; further: on the % scale 0 is the no-effect control and ±100 the full control effect
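Final compound at 57.5 uM, incubated 10 min at RT with coupling enzyme reagent (glyceraldehyde-3-phosphate), then 20 min with substrate and AmpLite Red detection. Fluorescence read at 525/598 nm; tests interference with the coupling assay, not aldolase inhibition.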
Integrin act MD – activates integrin-mediated alleviation for muscular dystrophy; alpha7betagal myoblasts, beta-gal FDG fluorescence, 48 h; Potency, µM (top dose mostly 38.3 µM), for inactives: at the top dose activation, hits mostly activators; 350,000 tested, 0.064% active; AID 624291;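 further: potency means the concentration at half of the fitted maximal effect; 100% = response of the positive control SU9516; nearly all actives have a fitted effect of over 60% in size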
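alpha7betagal+/- myoblasts (passage 13, 250/well) treated 48 h at 37C with compounds at 1:260 dilution of DMSO stock. Lysed, then beta-galactosidase activity read as FDG fluorescence (ex 480/em 540) after 30 min, with pre-read for autofluorescence.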
Active calls of the source: *; ? = inconclusive; · = not tested or not shown; [ ] = remark or other dose. Unless noted, the call rests on the fitted dose curve; in most records, active means well fitted curve in the direction sought with a large enough effect; inconclusive means small, poorly fitted or top-dose-only effect, or another doubt; inactive means no such curve, though single readings can be large; an effect the other way counts as inactive or inconclusive.

structure,MBNL1-CUG inh,TRPV1 agonist,KCNH2 3.1 block,AT treatment,S-ASM inh,CXXC DNA block,KCNH2 WT inh,GALK inh,Coupling enz,Integrin act MD
COc1cccc(CNC(=O)Cn2c(=O)oc3cc(S(=O)(=O)N4CCCCC4)ccc32)c1,0%,4,17,-19%,0%,50%[activator],-3,-9%,·,17%
CCOc1cc([N+](=O)[O-])cc2c1C(=O)Nc1ccccc1O2,7%,16,-7,0%,0%,49%[activator],-9,1%,0,3%
CN(C)S(=O)(=O)c1ccc(S(=O)(=O)NC2CCOC(C)(C)C2)cc1 (configuration not stated),-6%,-6,5,0%,0%,1%,-6,-5%,2,7%
COc1ccc(CNS(=O)(=O)c2cc(-c3cc(C)no3)ccc2C(C)C)cc1,-14%,3,-3,5%,2%,-25%,17,0%,-2,-39%
Cc1nc(N)nc(COc2ccccc2)n1,·,·,16,2%,3%,3%,0,-1%,-1,?
Cc1ccc(C)c(N(C)S(=O)(=O)c2ccc3[nH]cc(C(=O)NCCN4CCOCC4)c(=O)c3c2)c1,-3%[11.5 µM],0,-2,-1%,-2%,-1%,20,·,1,-4%
O=C(OCC(=O)c1cccs1)c1ccccc1,-2%,-4,-3,7%,1%,12%,1,9%,-4,2%
O=C1CCCC/C1=C/Nc1ccc(S(=O)(=O)Nc2ncccn2)cc1,22%,3,2,-3%,3%,-2%,-3,4%,-15,15%
CCCN(CC(=O)Nc1ccccc1C)C(=O)c1ccc(C(=O)c2ccccc2)cc1,·,-12,-4,4%,0%,·,10,·,·,3%
CNC(=O)/C(C#N)=C/c1ccc(-c2nc3ccccc3s2)o1,18%,-3,11,3%,53%[activator],4%,5,-2%,3,14%
O=C(Nc1ccc(F)cc1)NC1(C(=O)NCc2ccco2)CCCCC1,4%,-1,4,3%,0%,-3%,-7,2%,5,-29%[7.66 µM]
CCOc1ccc(N2Cc3ncccc3C2=O)cc1,3%,-5,2,-4%,-3%,-7%,5,2%,1,-14%
CCCc1nnc(NC(=O)CCC(=O)N2CCN(c3ccccn3)CC2)s1,4%,0,-15,5%,3%,8%,11,-4%,3,31%
O=C(O)c1cccc(S(=O)(=O)NCCc2ccccc2)c1,-6%,0,-7,2%,3%,8%,10,-1%,5,42%
CCOc1ccc(C(=O)C(C)OC(=O)C2CCN(c3ccc(C(F)(F)F)cn3)CC2)cc1 (configuration not stated),·,7,-8,14%,-4%,·,-2,·,·,-39%
Cc1ccc(S(=O)(=O)n2nc(C)cc2N)cc1,9%,-2,34,-3%,2%,4%,5,9%,4,-12%
CN(CC(=O)Nc1c(Cl)cccc1Cl)C(=O)CCNS(=O)(=O)c1ccccc1C(F)(F)F,·,1,10,6%,0%,·,0,·,·,-16%
Cc1cc(NCc2ccccc2Cl)n2nnnc2n1,7%,3,·,-2%,-1%,-5%,-5,1%,5,0%
CC(C)c1ccc(NC2CCCN(C(=O)C3=NN(C)C(=O)CC3)C2)cc1 (configuration not stated),2%,?,25,10%,-2%,7%,-1,6%,·,22%
N/C(CN1CCCC1=O)=N\OC(=O)c1ccc(Cl)cc1,·,-1,0,7%,3%,1%,5,3%,-1,-1%
Cc1ccn2c(=O)nc(SCC(=O)N3CCCC3)nc2c1,·,12,3,-26%,·,·,-4,·,·,-2%
Cc1ccccc1-c1noc(CNC(=O)COc2ccccc2)n1,2%,8,13,19%,0%,-4%,-39,-2%,·,-36%
O=C1c2cccc3cccc(c23)N1Cc1cccc(F)c1,18%,1,3,10%,48%[activator],-5%,-3,13%,0,-41%
COc1ccc(N(CC(=O)O)S(=O)(=O)c2cccnc2)cc1,-8%,-1,0,-1%,-2%,-7%,18,0%,7,-3%
O=C(COc1ccc(Cl)cc1)NCCSCc1cccc(Cl)c1,-6%,?,3,6%,-10%,-1%,6,0%,3,-8%
Cc1c(CC(Cl)(Cl)Cl)c2c(n1O)CC(C)(C)CC2=O,-20%[11.5 µM],5,-1,-3%,1%,-7%,-7,·,-1,-11%
COc1ccc(S(=O)(=O)NCC2(N3CCOCC3)CCCCC2)cc1OC,·,3,-1,11%,-1%,·,1,·,·,11%
Cc1c(C(=O)Nc2ccc(S(=O)(=O)Nc3ncccn3)cc2)oc2ccc(Cl)cc12,-3%,0,-7,-1%,0%,-1%,20,-9%,·,90%
COC(=O)Cc1ccc(NC(=S)NCc2ccc(Cl)cc2)cc1,-9%,10,-21,1%,1%,-2%,-4,-1%,4,12%
O=c1oc(CCO)cc2ccc(Br)cc12,·,·,8,1%,-1%,·,-4,·,·,5%
Cc1cccc(-c2noc(C(C)NC(=O)c3ccco3)n2)c1 (configuration not stated),-6%,15,-31,-4%,3%,-2%,4,7%,-4,3%
CN(Cc1cccnc1)Cc1cn(C)nc1-c1ccc(Oc2ccccc2)cc1,-8%,1,1,6%,-1%,-22%,2,-3%,-22,-7%
C=CCn1c(SCC(=O)N2CCOCC2)nc2sc(C)c(C)c2c1=O,-1%,?,1,-3%,-2%,3%,-4,0%,-1,-6%
Cc1ccc(S(=O)(=O)N2CCCCC2)c(C)c1NS(C)(=O)=O,-3%,3,7,1%,1%,35%[activator],-8,4%,1,-2%
CCOc1ccc2nc(N(CCN(C)C)C(=O)c3cc4ccccc4cc3OC)sc2c1,3%,1,4,1%,-3%,-9%,?,1%,0,-53%[inhibitor]
COc1cc2cc(C(=O)N(C)Cc3ccccc3)[nH]c2cc1OC,20%,6,15,5%,2%,14%,5,·,0,?
CCCc1nc(SCC(=O)Nc2ccccc2OC)c2c(=O)n(C)c(=O)n(C)c2n1,4%,0,0,-3%,-2%,17%,5,0%,7,3%
COc1ccc(C(=O)/C=C2\C(=O)Nc3ccc(Br)cc32)cc1,·,·,0,·,-8%,·,-24,·,·,-51%[inhibitor]
CCc1ccc(OCC(O)CN2CCN(c3ccccn3)CC2)cc1 (configuration not stated),-21%,-7,-34,3%,0%,-3%,31,5%,0,-1%
COc1ccc(/C=N/NC(=O)c2c(C)nc3ccc(Br)cn23)cc1OC,10%,8,-3,-38%,0%,-1%,9,-2%,1,-11%
COc1cccc(-n2nnnc2SCC(=O)Nc2ccc(OC)cc2OC)c1,0%,3,-5,0%,3%,11%,-3,-1%,2,-13%
CCOc1ccc(-n2cc(C(=O)NC(C)C)c3cc(OC)c(OC)cc3c2=O)cc1,1%,0,13,-10%,-18%,5%,-1,0%,2,9%
CCOc1ccc(OCC)c(S(=O)(=O)NCc2cccnc2)c1,-3%,1,-17,7%,5%,1%,-6,-1%,-2,0%
CC1=NN(C(N)=S)C(=O)C1N=Nc1ccc(O)cc1 (configuration not stated),?,0,8,0%,-2%,-8%,11,-1%,-1,-28%
CCc1ccccc1NNC(=O)c1snnc1C,·,-1,-5,-7%,-1%,-1%,-4,1%,2,-9%
COc1cc(/C=C/C(=O)OCC(=O)N2CCN(S(=O)(=O)c3ccc(C)cc3C)CC2)cc(Cl)c1OC,·,0,-3,2%,-1%,·,0,·,·,-11%
COc1ccc(S(=O)(=O)N2CCN(C(=S)NCCc3ccccc3)CC2)cc1,-5%,?,2,1%,-3%,5%,0,7%,·,-24%
CN1CCN(c2ccc(Cl)cc2NC(=O)/C=C/c2cccc(F)c2)CC1,2%,2,-70*,-1%,-1%,-1%,?,0%,3,-58%[inhibitor]
CC12CN3CC(C)(CN(C1)C3c1cc3ccccc3[nH]1)C2=O (configuration not stated),-2%,1,-1,-1%,2%,-9%,-3,5%,3,4%
O=C(N/N=C/c1cc(Br)c(O)c([N+](=O)[O-])c1)C(O)(c1ccccc1)c1ccccc1,·,·,-13,·,-5%,·,-3,·,·,-36%[inhibitor]
O=C(NCC1CCCO1)c1ccc2c(c1)N(Cc1ccc(F)cc1Cl)C(=O)CS2 (configuration not stated),2%,?,-9,1%,-2%,5%,-9,0%,-5,12%
Cc1ccc(C(=O)NC(Cc2ccc(C(C)(C)C)cc2)C(=O)O)cc1 (configuration not stated),·,·,4,0%,-2%,·,1,·,·,19%
C/C(=N\Nc1ccccc1)c1cccs1,·,·,18,·,6%,·,-7,·,·,1%
Nc1cc(-c2ccccc2)nn1S(=O)(=O)c1ccc(Br)cc1,-3%,20,-32,-4%,-17%,-6%,-4,0%,1,-12%
Cn1c(=O)c2c(nc(Br)n2CCc2ccccc2)n(C)c1=O,-10%,7,10,13%,-3%,-7%,-5,3%,2,-8%
COCCn1c(C)cc(C(=O)COC(=O)c2cc3c(s2)CCC3)c1C,0%,11,-20,3%,57%[activator],0%,4,0%,-4,-24%

Assay outcomes: PubChem, National Center for Advancing Translational Sciences (NCATS)
